SW480 rerep: inducers of DNA re-replication in SW480 colon cancer cells | SW480 DNA re-replication, Hoechst DNA content imaging, 48 h | Potency, µM (top dose mostly 46.1 µM), for the others: at the top dose re-replication activation, actives largely listed as activators | 340,000 tested, 1.8% active; also: % of control where 0% means no effect; nearly all actives have a fitted effect of over 55% in size
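Compounds, transferred as 23 nL by pin tool, were incubated with cells for 48 hr; DNA content per nucleus was then quantified by Hoechst staining and fluorescence plate imaging.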
TDP43 rescue: inhibitors of TDP-43 toxicity in yeast; Potency, µM (doses to about 46.1 µM), inactives show top-dose growth rescue (activation), hits mostly activators; TDP-43 expressing yeast growth rescue, BacTiter-Glo, 24 h; AID 652104; 410,000 tested, 1.8% active; also: % of control where 0% means no effect; nearly all actives have a fitted effect of over 50% in size
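Growth rescue of TDP-43-toxic yeast measured as ATP luminescence (BacTiter-Glo). Cells grown to mid-log in raffinose, induced in galactose at OD600=0.02, exposed to compound 24 hr at 30 deg C.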
KB-3-1 tox: KB-3-1 parental cell cytotoxicity. KB-3-1 viability, CellTiter-Glo ATP luminescence, 72 h. Potency, µM (top dose mostly 46.1 µM), without a hit: at the highest dose activity change, negative = cytotoxic, hits mostly cytotoxic. 400,000 tested, 1.4% active. AID 1347075; also: % is scaled to controls: 0 for no effect and ±100 for the full control effect; nearly all actives have a fitted effect of over 60% in size
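Using CellTiter-Glo luminescence, growth of non-resistant KB-3-1 adenocarcinoma cells is assessed 72 h after pin-tool compound addition at 37 °C. Normalized responses across the concentration series yield fitted curves.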
HT1080 IDH1KD tx: kills HT-1080 cells with IDH1 knockdown. HT-1080 IDH1 knockdown viability, ATP luminescence, 48 h. Potency, µM (series often up to 46.1 µM), for the others: at the highest dose activity, negative = toxicity, actives largely listed as cytotoxic. 360,000 tested, 2% active;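 also: 0% = DMSO wells and -100% = cell-free medium wells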
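Assay cells: HT-1080 with IDH1 knockdown, 750 per well, RPMI/5% FBS. Exposure: 48 h at 37 °C following 2 h pre-incubation. Read: CellTiter-Glo luminescence; fitted concentration-response, curve class assigned.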
KB-V1 MDR tox: kills drug-selected multidrug resistant KB-V1 cells | AID 1347076 | 400,000 tested, 3.4% active | Potency, µM (series often up to 46.1 µM), inactives show at the highest dose activity change, negative = cytotoxicity, actives largely listed as cytotoxic | KB-V1 MDR cells viability, CellTiter-Glo, 72 h; also: % is scaled to controls: 0 for no effect and ±100 for the full control effect; nearly all actives have a fitted effect of over 60% in size
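Potencies derive from concentration-effect curves fitted to normalized luminescence (CellTiter-Glo) of KB-V1 cells treated for 72 h at 37 degrees C in phenol-red-free DMEM containing 10% FBS.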
HT1080-NT tox: kills 2HG-producing HT-1080-NT fibrosarcoma cells; HT-1080-NT fibrosarcoma viability, CellTiter-Glo ATP luminescence, 48 h; Potency, µM (titrated, usually from 46.1 µM), without a hit: top-dose activity, negative = less viability, usual class: cytotoxic; 360,000 tested, 1.6% active; AID 686970;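 also: NT is the 2HG producing partner of a matched IDH1 knockdown line; 0% = DMSO-treated cells and -100% = media-only wells without cells; nearly all actives have a fitted effect of over 55% in size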
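Compounds were tested in concentration-response format on HT-1080-NT cells for 48 hours at 37 degrees C. Cell viability came from CellTiter-Glo luminescence; curves were classified by r2, response magnitude and activity.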
GLP1R cytotox: cytotoxicity counter-screen for GLP-1 receptor inverse agonists. AID 624418. Potency, µM (top dose mostly 38.3 µM), inactives show at the highest dose activity change, negative = inhibition, actives largely listed as inhibitors. HEK293 cAMP-luciferase reporter cells, luminescence, 24 h. 410,000 tested, 0.13% active;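 also: loss of luciferase light is scored as toxicity; % is scaled to controls: 0 for no effect and ±100 for the full control effect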
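Step one: seed cells (200 cells/uL, DMEM with 10% Nu serum, 1% pen-strep). Step two: 12-hour incubation at 37 deg C. Step three: pin 23 nL compound, incubate 24 hr. Step four: add luciferase reagent, read luminescence 12 min later.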
GLP1R inv ag: GLP-1 receptor (human) inverse agonism; AID 624417; HEK293 GLP-1R CRE-luciferase, luminescence, 24 h; GLP-1R form is constitutively active; 410,000 tested, 1.6% active; Potency, µM (highest dose often 38.3 µM), without a hit: at the top dose activity change, negative = inhibition, usual class: inhibitors; P43220; also: % is scaled to controls: 0 for no effect and ±100 for the full control effect; nearly all actives have a fitted effect of over 55% in size
Target sequence (P43220 whole entry, looked up): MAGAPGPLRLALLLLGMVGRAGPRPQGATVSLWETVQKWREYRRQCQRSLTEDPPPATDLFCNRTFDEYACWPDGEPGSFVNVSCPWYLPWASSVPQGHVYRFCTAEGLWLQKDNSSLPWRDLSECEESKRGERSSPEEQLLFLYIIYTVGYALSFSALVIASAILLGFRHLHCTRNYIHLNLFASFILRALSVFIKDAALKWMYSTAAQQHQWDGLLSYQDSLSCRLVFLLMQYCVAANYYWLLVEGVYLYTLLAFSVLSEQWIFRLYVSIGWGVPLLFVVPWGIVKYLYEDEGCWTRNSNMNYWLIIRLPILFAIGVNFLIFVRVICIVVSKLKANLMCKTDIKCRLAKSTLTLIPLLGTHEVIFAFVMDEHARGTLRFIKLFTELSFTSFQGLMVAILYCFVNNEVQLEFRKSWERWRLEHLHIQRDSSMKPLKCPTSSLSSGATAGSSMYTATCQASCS
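Assay principle: reduced luminescence from a cAMP-responsive reporter in HEK293 cells co-expressing a constitutively active GLP-1R. Conditions: 24 hr compound incubation, 37 deg C, 5% CO2.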
GLP-1R agonist: GLP-1 receptor (human) agonism | Potency, µM (doses to about 45.6 µM), for inactives: at the highest dose activation, usual class: activators | AID 624172 | 380,000 tested, 0.007% active | HEK293 GLP-1R CRE-luciferase, luminescence, 4-6 h; cells express a hypersensitive GLP-1R form | P43220; also: % of control where 0% means no effect
Numbers without * were called inactive; ? = inconclusive; / = not tested or not shown; & = joins results of further samples; [ ] = remark or other dose. Calls follow the shape of the dose curve; as a rule, active = well fitted curve in the direction sought with a large enough effect; inconclusive = small, poorly fitted or top-dose-only effect, or another doubt; inactive = no such curve, though single readings can be large; an effect the other way counts as inactive or inconclusive. Potency is read from the fitted curve at half-maximal effect.

SMILES | SW480 rerep | TDP43 rescue | KB-3-1 tox | HT1080 IDH1KD tx | KB-V1 MDR tox | HT1080-NT tox | GLP1R cytotox | GLP1R inv ag | GLP-1R agonist
CC(=O)N(c1ccccc1C)S(=O)(=O)c1ccc(Cl)cc1 | ? | -7.0% | -4.1% | -22.9% | -7.7% | -15.2% | -4.6% | ? | -3.6%
COC(=O)c1c(-c2ccc(C)cc2)csc1NC(=O)Cc1ccc(OC)c(OC)c1 | 5.6% | 0.0% | ? | -2.0% | 2.59µM* | -0.9% | 25.6% | -9.1% | 10.1%
COc1ccc(S(=O)(=O)Nc2cccc3c2O[C@H](CN(C)C)[C@@H](C)CN([C@H](C)CO)C3=O)cc1 | -1.9% | 0.7% | 6.0% | 2.0% | 0.7% | 3.7% | 17.9% | 8.8% | 1.7%
O=c1cc2c(c(-c3ccccc3)n1Cc1ccccc1)[C@H](CCO)NC2 | -33.7%[inhibitor] | 13.7% | 0.0% | 2.6% | 0.0% | 3.3% | -4.7% | 7.4% | -1.4%
O=C1OCCN1C(=O)[C@H]1[C@H](c2ccc([N+](=O)[O-])cc2)C(c2ccc(F)cc2)=NN1c1ccccc1 | 7.6% | -12.2% | 0.0% | -28.5% | -0.3% | -13.7% | -10.8% | ? | 0.4%
CC1(C)CC(=O)c2cnc3c(C#N)cnn3c2C1 | -14.3% | -3.7% | 19.4% | -4.1% | ? | 4.3% | -11.4% | 2.9% | 3.7%
CN(C(=O)CN1C(=O)/C(=C/c2ccccc2Cl)SC1=S)C1CCS(=O)(=O)C1 (stereo not given) | 0.4% | 1.7% | -2.3% | 18.0% | ? | 12.4% | 0.8% | 0.9% | -3.5%
Cn1ccnc1SCC(=O)Nc1cc(F)ccc1F | -0.6% | 2.2% | 13.1% | 16.3% | ? | ? | 1.8% | 17.9% | 0.9%
C=CCNc1nc(Nc2ccc([N+](=O)[O-])cc2)nc(OCC)n1 | -4.3% | 3.3% | 9.0% | -3.1% | -7.0% | -4.2% | 1.6% | 19.6% | 16.4%
CCc1cc2c(-c3ccccc3)cc(=O)oc2cc1OC(C)C(=O)NCC1CCC(C(=O)O)CC1 (stereo not given) | 13.3% | 6.5% | -2.2% | -6.9% | -4.7% | -0.4% | -27.4% | 39.0%[activator] | 14.4%
COc1cc2c(C#N)c(N3CCN(c4ccccc4OC)CC3)nc(N)c2c(N)n1 | ? | 18.2% | ? | ? | ? | ? | -2.6% | ? | -34.9%[inhibitor]
COc1cccc(NC(=O)c2cc(C(=O)Nc3cccc(OC)c3)n(C)n2)c1 | 1.1%[9.22 µM] | -2.1% | ? | -2.1% | ? | -17.8% | 2.4% | ? | -17.6%
Cc1cc2cc(CN3C(=O)c4ccccc4C3=O)ccc2n1C | -699.4%&11.8%[inhibitor] | 9.4% | 9.4% | 0.7% | 0.0% | -4.1% | -29.0% | -3.5% | -4.7%
O=C(CCSCCc1ccccn1)Nc1c(F)cc(F)cc1Br | 0.5% | -6.2% | -11.0% | 2.5% | 16.4µM* | 7.9% | -12.7% | 5.7% | 2.7%
Cn1nc(C(=O)NCc2ccccn2)c2ccccc2c1=O | -7.1% | 4.9% | 1.9% | -7.5% | -1.0% | 3.8% | 3.4% | 27.0% | 13.7%
Cc1ccc(C)c(SCC(=O)NC(=O)NCc2ccccc2)c1 | -55.4%[inhibitor] | 12.6% | 12.0% | -3.5% | ? | -3.3% | -3.5% | ? | 7.0%
Cc1nn(-c2ccccc2)c(N)c1N=Nc1ccccc1 | ? | ? | ? | ? | ? | ? | -15.8% | 3.7% | 2.4%
Cc1ccc2c(COC(=O)c3ccc(C)c(C)c3)cc(=O)oc2c1 | 8.5% | -15.4% | -26.0% | 13.2% | -27.3% | 10.1% | 6.4% | 4.8% | 10.2%
COc1ccccc1CN(Cc1nc2ccccc2c(=O)[nH]1)C(=O)Nc1cccc(C)c1 | 13.6% | -11.6% | -1.2% | 3.55µM* | ? | 7.08µM* | 3.6% | ? | 2.9%
CNc1nc(Nc2ccc(C)cc2C)c2sccc2n1 | / | 7.4% | 18.4µM* | ? | 14.6µM* | ? | -24.7% | ? | -0.7%
Cc1ncc(S(=O)(=O)c2ccccc2)c(-c2ccccc2)n1 | -3.1% | 18.4% | 12.3% | 11.9% | 11.2% | 10.8% | -13.5% | 31.6%[activator] | 3.5%
COc1cc(/C(C#N)=C/c2cccc3ccccc23)c([N+](=O)[O-])cc1OC | -1.5% | -2.1% | -5.8% | ? | -23.4% | -10.9% | 14.7% | 10.8% | -3.3%
COCCNC(=O)CN(Cc1ccc(Cl)cc1)S(C)(=O)=O | -1.1% | -9.4% | -1.3% | 4.2% | -20.3% | 18.2% | -3.6% | 3.6% | 7.6%
CCSc1nnc(N2C(=O)CC(c3ccsc3)C3=C2CC(C)(C)CC3=O)s1 (stereo not given) | -3.4% | 12.4% | 6.2% | 2.6% | 0.6% | 0.0% | -9.4% | -1.0% | 9.6%
O=C(NCCC1=CCCCC1)C1CCN(C(=O)c2ccc(Br)cc2)CC1 | -9.7% | 7.9% | 1.8% | 0.6% | ? | 0.1% | -2.0% | -6.8% | -0.7%
Cc1cccc(-n2ncc3c2CCCC3NC(=O)C2=CC(=O)CC(C)(C)O2)c1C (stereo not given) | -8.7% | -15.1% | ? | -18.1% | ? | ? | -3.8% | 44.5%[activator] | 2.0%
COc1ccc(-n2ncc3c(=O)n(CC(=O)Nc4ccc5c(c4)OCCO5)cnc32)cc1 | 27.7% | -9.9% | 0.1% | -11.0% | 6.0% | -30.3% | 6.3% | 27.2% | 5.8%
Clc1ccc2oc3c(Cl)ncnc3c2c1 | ? | ? | -4.9% | 5.5% | -10.1% | -15.3% | -8.6% | 13.6% | 9.8%
COc1ccc(-c2cn(-c3cccc(C)c3)c(=O)[nH]2)cc1OC | -13.5% | 26.6% | -0.7% | -1.1% | 2.6% | -2.2% | 1.4% | 0.1% | 11.1%
C/C(=N\Nc1ccc([N+](=O)[O-])cc1)c1ccc(C#N)cc1 | 1.0% | -4.8% | -3.5% | 28.4% | 5.8% | 6.9% | -16.3% | 2.8% | 9.4%
COc1ccc(-n2nnnc2SCc2nc3ccccc3s2)cc1 | -3.2% | 22.7% | -5.4% | -19.4% | -7.2% | -7.3% | -1.0% | -14.4% | 9.0%
COc1cc(OC)c2c(-c3ccccc3)cc(=O)oc2c1 | -8.7% | 5.8% | -5.7% | 0.8% | -3.4% | 2.3% | 0.0% | 14.9% | 23.6%
CN(CCNC(=O)C1CCN(c2ncnc3c2nc2n3CCCCC2)CC1)Cc1ccccc1 | -0.9% | -12.2% | ? | 0.3% | ? | -12.5% | -4.4% | 50.2%[activator] | 0.5%
Cc1cc(C(=O)NCc2ccccc2F)c2ccccc2n1 | -11.3% | -4.7% | -4.9% | -13.1% | 3.7% | 1.1% | 14.7% | 17.5% | 5.4%
O=C(O)c1cc(S(=O)(=O)N2CCCC2)ccc1Br | -8.8% | -11.1% | 2.0% | -2.7% | -4.7% | 8.6% | -0.7% | 0.0% | -5.1%
CCC(=O)Nc1ccc(NC(=O)c2ccccc2)nc1 | -72.5%[inhibitor] | -5.6% | 0.8% | 6.4% | 9.6% | -1.6% | -5.5% | ? | -2.0%
Cc1sc2ncnc(NCc3ccccc3)c2c1C | 1.8% | ? | 23.1µM* | -24.7% | ? | -29.0% | -1.8% | 62.6%[activator] | -5.0%
CCC(=O)Nc1cc(C(=O)O)ccc1Sc1ccc(Cl)cc1 | -1.0% | -16.8%[1.82 µM] | 8.8% | 2.5% | 0.0% | 1.4% | 3.1% | ? | 1.0%
CCN(Cc1ccccc1)C(=O)CN1C(=O)COc2ccc(S(=O)(=O)N(CC)CC)cc21 | / | -6.0% | -2.4% | / | -1.9% | / | -4.4% | ? | -1.4%
Cc1ccccc1NC(=O)CSc1nc2c(c(=O)n(C)c(=O)n2C)n1C | -2.4% | 3.3% | 11.6% | 9.2% | -16.9% | 12.1% | 4.0% | 14.5% | 5.7%
COc1cccc(CNC(=O)C2CCC(CNS(=O)(=O)c3cccc4cccnc34)CC2)c1 (stereo not given) | -6.1% | 7.8% | 0.0% | -10.9% | 1.3% | -13.6% | -13.6% | 3.7% | -0.5%
Cc1ccc(C(C)C)c(Oc2cnccn2)c1 | -4.3% | 6.8% | 14.4% | 5.3% | ? | 10.6% | 7.0% | -4.4% | -0.9%
COC(=O)c1ccc(NC(=O)c2cccc(C)c2[N+](=O)[O-])cc1 | ? | 10.7% | -1.1% | 1.6% | 2.7% | 1.7% | 18.2% | -23.4% | 9.5%
CC(C)(C)OC(=O)n1cc(/C=N/NC(=O)c2ccco2)c2ccccc21 | -2.2% | 6.2% | 16.2% | 8.7% | 53.7% | ? | -0.9% | 28.2% | 19.9%
COc1cccc(C(=O)OCCN2C(=O)c3ccccc3C2=O)c1OC | 2.3% | ? | 0.0% | -7.8% | -4.6% | -4.2% | 1.0% | 1.4% | 11.5%

Shown field by field: two of the compounds above.
CCC(=O)Nc1cc(C(=O)O)ccc1Sc1ccc(Cl)cc1
  SW480 rerep: -1.0%
  TDP43 rescue: -16.8%[1.82 µM]
  KB-3-1 tox: 8.8%
  HT1080 IDH1KD tx: 2.5%
  KB-V1 MDR tox: 0.0%
  HT1080-NT tox: 1.4%
  GLP1R cytotox: 3.1%
  GLP1R inv ag: ?
  GLP-1R agonist: 1.0%
CCN(Cc1ccccc1)C(=O)CN1C(=O)COc2ccc(S(=O)(=O)N(CC)CC)cc21
  SW480 rerep: /
  TDP43 rescue: -6.0%
  KB-3-1 tox: -2.4%
  HT1080 IDH1KD tx: /
  KB-V1 MDR tox: -1.9%
  HT1080-NT tox: /
  GLP1R cytotox: -4.4%
  GLP1R inv ag: ?
  GLP-1R agonist: -1.4%

Compound activity as filed in PubChem.
